TRb-SRC2 inh = inhibitors of human thyroid hormone receptor beta-SRC2 interaction. AID 1469. P10828. TRbeta-SRC2 peptide binding, fluorescence polarization; receptor liganded with 1 µM T3. 280,000 compounds, 0.065% hits. Potency, µM (series often up to 106 µM), for the others: top-dose activity change, negative = inhibition, actives largely listed as inhibitors; active means well fitted inhibition curve with a large enough effect; inconclusive means small, poorly fitted or top-dose-only effect, or effect the other way;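 further: plate controls were bound peptide for no effect and peptide without receptor for full effect; nearly all actives have a fitted effect of over 50% in size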
Target sequence (P10828 whole entry, looked up): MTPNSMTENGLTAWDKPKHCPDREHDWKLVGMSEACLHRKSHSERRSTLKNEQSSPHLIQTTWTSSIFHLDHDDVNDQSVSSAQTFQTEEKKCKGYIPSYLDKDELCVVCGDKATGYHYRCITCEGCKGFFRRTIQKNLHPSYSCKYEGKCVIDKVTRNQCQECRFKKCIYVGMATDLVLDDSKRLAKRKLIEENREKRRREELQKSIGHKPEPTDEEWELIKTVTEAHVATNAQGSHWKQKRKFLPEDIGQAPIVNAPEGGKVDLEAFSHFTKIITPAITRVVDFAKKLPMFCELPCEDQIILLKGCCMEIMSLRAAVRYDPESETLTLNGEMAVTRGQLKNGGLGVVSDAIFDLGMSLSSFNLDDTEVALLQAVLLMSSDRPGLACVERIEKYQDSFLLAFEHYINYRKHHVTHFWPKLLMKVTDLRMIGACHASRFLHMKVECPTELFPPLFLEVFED
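Each compound concentration gave % activity, normalized to unbound and bound Texas Red SRC2 controls, from polarization read after 5 hr ambient incubation with T3-loaded human TRb LBD.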
TR SRC2 fluor cs = alters Texas Red total fluorescence, flagging assay interference | TRb/SRC2 Texas Red total fluorescence interference | Potency, µM (titrated, usually from 106 µM), for inactives: top-dose fluorescence change, negative = quenching | 280,000 compounds, 0.29% hits | AID 1479; active means well fitted curve in either direction with a large enough effect; inconclusive means small, poorly fitted or top-dose-only effect
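Flags fluorescent or light-absorbing compounds by total fluorescence, S + 2P, at 555 nm excitation and 632 nm emission. Mixture: 20 nM Texas Red SRC2 peptide, 0.6 uM human TRb LBD, 1 uM T3, 5% DMSO; compound exposure 5 h at ambient temperature.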
ALDH1A1 block = inhibitors of human aldehyde dehydrogenase 1A1; 220,000 compounds, 7.3% hits; Potency, µM (doses to about 75.3 µM), for the others: at the highest dose activity, negative = inhibition, actives largely listed as inhibitors; Purified ALDH1A1, NADH fluorescence, propionaldehyde substrate; P00352; active means well fitted inhibition curve with a large enough effect, not every such curve was filed as active; inconclusive means small, poorly fitted or top-dose-only effect, or another doubt; inactive means no such curve, though single readings can be large or run the other way;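 further: plate controls were no enzyme wells and a reference inhibitor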
Target sequence (P00352 whole entry, looked up): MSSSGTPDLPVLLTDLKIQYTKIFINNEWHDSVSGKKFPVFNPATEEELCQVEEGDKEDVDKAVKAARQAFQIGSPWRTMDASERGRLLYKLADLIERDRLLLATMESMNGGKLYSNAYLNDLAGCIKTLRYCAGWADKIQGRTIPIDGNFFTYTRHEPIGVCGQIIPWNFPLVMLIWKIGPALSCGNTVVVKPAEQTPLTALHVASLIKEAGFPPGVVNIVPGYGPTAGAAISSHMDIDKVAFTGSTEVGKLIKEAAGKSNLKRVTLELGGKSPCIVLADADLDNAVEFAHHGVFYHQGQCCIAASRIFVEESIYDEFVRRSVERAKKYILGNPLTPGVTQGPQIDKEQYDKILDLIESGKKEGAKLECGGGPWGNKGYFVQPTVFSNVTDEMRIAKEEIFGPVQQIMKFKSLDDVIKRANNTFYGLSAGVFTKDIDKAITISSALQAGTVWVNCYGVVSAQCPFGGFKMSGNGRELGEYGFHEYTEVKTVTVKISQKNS
Numbers without * were called inactive; ? = inconclusive; · = no result given; & = joins results of further samples; ! = not active in a repeat; [ ] = another dose, or the depositor's remark. Unless noted, on the % scale 0 is the no-effect control and ±100 the full control effect; potency means the concentration at half of the fitted maximal effect. This is a subset; the hit share may differ from the screen's.

Each structure is followed by: TRb-SRC2 inh	TR SRC2 fluor cs	ALDH1A1 block
C[C@H](Br)CN(C[C@H](C)Br)c1ccc2c(c1)Cc1ccccc1-2
    ·	·	-7.8%[13.5 µM]
O=C(O)/C=C\c1ccc[c]([Sb])c1
    ·	·	8.2%[13.5 µM]
[N-]=[N+]=NCC(=O)c1c[nH]c(=O)[nH]c1=O
    ·	·	-5.6%[13.5 µM]
Cc1cc(Cc2cc(C)c(N)cc2N)c(N)cc1N
    ·	·	?
O=S(=O)(NCCO)c1cc[c]([Sb])cc1
    ·	·	5.1%[13.5 µM]
Nc1ccccc1O.O.O=C(O)[C@H]1[O][Sb][O][C@H]1C(=O)O
    ·	·	3.16µM*
CC(=O)OC1=CC2=CC[C@H]3[C@H]4CCC(=O)[C@@]4(C)CC(=O)[C@]3(S)[C@]2(C)CC1
    ·	·	4.47µM*
O=S(=O)(O)/C(=C\c1ccccc1)c1ccccc1 (tested in a mixture with another compound)
    ·	·	-7.1%[13.5 µM]
COc1cc2c(cc1OC)[C@@]13CCN4CC5=CCO[C@H](CC(=O)O)[C@@H]([C@H]1N2)[C@H]5C[C@H]43
    ·	·	17.1%[13.5 µM]
O=C(O)C[O][Sb][O]CC(=O)O
    ·	·	11.5%[13.5 µM]
CC(C)=C[C@H]1[C@@H](C(=O)OCc2cc3c(cc2Cl)OCO3)C1(C)C
    ·	·	-13.4%[13.5 µM]
N=C(N)c1ccc(-c2ccc(-c3ccc(C(=N)N)cc3)o2)cc1
    ·	·	?
C[C@]12CC[C@@H]3[C@H](CCC4=CC(=O)CC[C@]43C)[C@]1(O)CC[C@@]2(O)C(=O)CO
    ·	·	7.5%[13.5 µM]
O=C(O)C[C@H]1NCc2cc3ccccc3nc21
    ·	·	7.7%[13.5 µM]
N[C@H](Cc1ccccc1)c1nn[nH]n1
    ·	·	-9.4%[13.5 µM]
CC(C)(O)/C=C\C(=O)[C@](C)(O)[C@H]1[C@H](O)C[C@]2(C)[C@@H]3CC=C4[C@@H](C=C(O)C(=O)C4(C)C)[C@]3(C)C(=O)C[C@@]12C
    ·	·	8.7%[13.5 µM]
O=C(O)C(=O)Cc1ccc2c(c1)OCO2
    ·	·	?
NS(=O)(=O)C[C-]1C=C[CH]([Sb-]([Cl])([Cl])([Cl])([Cl])[Cl])C=C1.c1ccncc1 (centres undefined)
    ·	·	3.55µM*
CC(=O)O[C@H]1CC[C@H]2[C@@H]3CCC4=C[C@@H](C5SCCS5)[C@H](OC(C)=O)C[C@]4(C)[C@H]3CC[C@@]12C
    ·	·	-14.8%[13.5 µM]
C[C@@](Br)(C(=O)O)[C@H](Br)C(=O)O
    ·	·	-2.4%[13.5 µM]
CCSCC[C@H](N)C(=O)O
    ·	·	1.7%[13.5 µM]
O=C(O)CSCC(=O)O
    ·	·	1.3%[13.5 µM]
Cc1ccc(O)cc1 (tested in a mixture with another compound)
    ·	·	4.8%[13.5 µM]
COc1cc2c(cc1OC)[C@]13CC[N@+]4(C)CC5=CCO[C@H]6CC(=O)N2[C@@H]1C6[C@@H]5C[C@]34O (some centres undefined)
    ·	·	16.1%[13.5 µM]
O=C(O)C(O)(c1ccc(-c2ccccc2)cc1)c1ccc(-c2ccccc2)cc1
    ·	·	-2.1%[13.5 µM]
O=C(O)CNC(=O)c1ccc([As](=O)(O)O)cc1
    ·	·	4.2%[13.5 µM]
Cc1c([C@@H](C)C2NC[C@H](C)C[C@@H]2O)ccc2c1C[C@@H]1[C@H]2CC=C2C[C@@H](O)CC[C@@]21C (some centres undefined)
    ·	·	-2.2%[13.5 µM]
CC(C)(C)c1ccc(O)c(C[N+](C)(C)C)c1
    ·	·	14.8%[13.5 µM]
CC(Cc1ccccc1)NC=O (centres undefined)
    -4.1%	-1.2%	·
O=C(O)C(F)(F)C(F)(F)C(F)(F)C(F)(F)C(F)(F)C(F)(F)C(F)(F)C(F)(F)F
    ?	126µM*![quencher]	·

Molecules listed so far containing an NH in an aromatic ring, in the order listed:
Each structure is followed by: TRb-SRC2 inh	TR SRC2 fluor cs	ALDH1A1 block
[N-]=[N+]=NCC(=O)c1c[nH]c(=O)[nH]c1=O
    ·	·	-5.6%[13.5 µM]
N[C@H](Cc1ccccc1)c1nn[nH]n1
    ·	·	-9.4%[13.5 µM]

(listing goes on)
Each structure is followed by: TRb-SRC2 inh	TR SRC2 fluor cs	ALDH1A1 block
CCSCCSP(=O)(OC)OC
    0.3%[201 µM]	-0.5%[201 µM]	·
COC(=O)C(C)Oc1ccc(Oc2ccc(Cl)cc2Cl)cc1 (centres undefined)
    2.9%[201 µM]	1.8%[201 µM]	·
CCOC1Oc2ccc(OS(C)(=O)=O)cc2C1(C)C (centres undefined)
    4.0%[201 µM]	-0.5%[201 µM]	·
CO/C=C(/C(=O)OC)c1ccccc1Oc1cc(Oc2ccccc2C#N)ncn1
    -0.8%[201 µM]	-2.8%[201 µM]	·
CCC[CH2][Sn]([CH2]CCC)[CH2]CCC
    0.6%[201 µM]	2.4%[201 µM]	·
CCC(C)(c1ccc(O)cc1)c1ccc(O)cc1
    1.1%[201 µM]	-0.7%[201 µM]	·
COCc1cnc(C2=NC(C)(C(C)C)C(=O)N2)c(C(=O)O)c1 (centres undefined)
    1.0%[201 µM]	-1.4%[201 µM]	·
CC(C)C(C(=O)OC(C#N)c1cccc(Oc2ccccc2)c1)c1ccc(Cl)cc1 (centres undefined)
    9.4%[201 µM]	-0.1%[201 µM]	·
CC(C)N1C(=O)N(c2ccccc2)CSC1=NC(C)(C)C
    -2.1%&0.3%[201 µM]	4.8%&0.6%[201 µM]	·
CCN(CC)CCOC(=O)C(C)(c1ccccc1)c1ccccc1
    -1.0%	-1.1%	·
Clc1ccc(-c2cc(Cl)c(Cl)cc2Cl)cc1Cl
    0.9%[201 µM]	-1.4%[201 µM]	·
O=[N+]([O-])c1ccc2ccc3cccc4ccc1c2c34
    10.7%[201 µM]	-8.7%[201 µM]	·
COC(=O)c1c(C(F)F)nc(C(F)(F)F)c(C2=NCCS2)c1CC(C)C
    -5.2%[201 µM]	-2.2%[201 µM]	·
CNC(=O)Oc1cc(C)cc(C(C)C)c1
    0.5%[201 µM]	-3.3%[201 µM]	·
COC(C(=O)C(O)C(C)O)C1Cc2cc3cc(OC4CC(OC5CC(O)C(OC)C(C)O5)C(OC(C)=O)C(C)O4)c(C)c(O)c3c(O)c2C(=O)C1OC1CC(OC2CC(OC3CC(C)(O)C(OC(C)=O)C(C)O3)C(O)C(C)O2)C(O)C(C)O1 (centres undefined)
    9.6%	-0.9%	·
ClC1=C(Cl)C2(Cl)C3C4OC4C(Cl)C3C1(Cl)C2(Cl)Cl (centres undefined)
    8.2%[201 µM]	-1.1%[201 µM]	·
COP(=S)(OC)Oc1c(Cl)cc(C)cc1Cl
    11.2%[201 µM]	1.8%[201 µM]	·
CCC[CH2][Sn](=[O])[CH2]CCC
    1.2%[201 µM]	-5.0%[201 µM]	·
CCNc1nc(NCC)nc(SC)n1
    -10.1%[201 µM]	-15.2%[201 µM]	·
COc1nc(C)nc(NC(=O)NS(=O)(=O)c2ccccc2CCC(F)(F)F)n1
    -2.7%[201 µM]	0.8%[201 µM]	·
CC(C)N(C(=O)COc1nnc(C(F)(F)F)s1)c1ccc(F)cc1
    3.0%[201 µM]	-4.3%[201 µM]	·
CCOC(=O)NC(O)C(Cl)(Cl)Cl (centres undefined)
    1.9%	-1.7%	·
CC(Cc1ccccc1)N(C)C (centres undefined)
    -1.3%	-0.4%	·
c1ccc2c(c1)oc1ccccc12
    6.6%[201 µM]	0.3%[201 µM]	·
O=[N+]([O-])c1cc(I)c(O)c(I)c1
    1.8%	-2.7%	·
COP(=O)(OC)OC(Br)C(Cl)(Cl)Br (centres undefined)
    -4.5%[201 µM]	-10.3%[201 µM]	·
O=[N+]([O-])C(Br)(CO)CO
    -2.5%[201 µM]	-1.2%[201 µM]	·
Nc1cccc(Cl)c1Cl
    2.1%[201 µM]	-2.5%[201 µM]	·
O=C1c2ccccc2C(=O)C1C(=O)C(c1ccccc1)c1ccccc1
    ?	-6.2%	·
C=C(C)CN(CC)c1c([N+](=O)[O-])cc(C(F)(F)F)cc1[N+](=O)[O-]
    -3.4%[201 µM]	0.7%[201 µM]	·

Additional compounds.
Each structure is followed by: TRb-SRC2 inh	TR SRC2 fluor cs	ALDH1A1 block
O=C=Nc1ccc(Cl)cc1
    -2.4%[201 µM]	-6.1%[201 µM]	·
CCNc1nc(Cl)nc(NC(C)(C)C#N)n1
    -0.8%[201 µM]	-0.9%[201 µM]	·
CCCCCCCCCCCCN(C)C
    5.6%[201 µM]	1.0%[201 µM]	·
CC1(C)[C@H](C=C(Cl)Cl)[C@H]1C(=O)O[C@H](C#N)c1ccc(F)c(Oc2ccccc2)c1
    3.8%&-4.8%[201 µM]	-1.5%&-0.2%[201 µM]	·
CCCN(CC)CC1COC2(CCC(C(C)(C)C)CC2)O1 (centres undefined)
    2.3%[201 µM]	0.4%[201 µM]	·
CC(C)(C)[C@@H](O)/C(=C\c1ccc(Cl)cc1Cl)n1cncn1
    -1.8%[201 µM]	-1.2%[201 µM]	·
CCOP(=O)(OCC)SCSP(=S)(OCC)OCC
    -0.4%[201 µM]	-2.0%[201 µM]	·
Clc1ccc([C@@]2(Cn3cncn3)C[C@@H](Br)CO2)c(Cl)c1
    -7.9%[201 µM]	-3.5%[201 µM]	·
O=P(Oc1ccccc1)(Oc1ccccc1)Oc1ccccc1
    -3.6%[201 µM]	-1.9%[201 µM]	·
COP(=S)(OC)Oc1cc(Cl)c(Cl)cc1Cl
    -1.6%[201 µM]	-2.1%[201 µM]	·
CCCOCC(=Nc1ccc(Cl)cc1C(F)(F)F)n1ccnc1
    -10.9%[201 µM]	?	·
O=C(N/N=C/c1ccc([N+](=O)[O-])o1)c1cc([N+](=O)[O-])cc([N+](=O)[O-])c1O
    9.0%	-8.6%	·
c1ccc(C2(c3ccccc3)CC2C2=NCCN2)cc1 (centres undefined)
    4.0%	0.8%	·
CCOC(=O)C(Cl)Cc1cc(-n2nc(C)n(C(F)F)c2=O)c(F)cc1Cl (centres undefined)
    -6.2%[201 µM]	0.4%[201 µM]	·
CC(Oc1cccc(Cl)c1)C(=O)O (centres undefined)
    -0.2%[201 µM]	-1.8%[201 µM]	·
Nc1ccc([N+](=O)[O-])cc1Cl
    -3.7%[201 µM]	-4.4%[201 µM]	·
O=C1C=CC(=O)c2ccccc21
    -5.0%[201 µM]	-6.1%[201 µM]	·
CCC(C)(C)c1ccc(O)c(C(C)(C)CC)c1
    4.5%[201 µM]	0.0%[201 µM]	·
CCOS(=O)(=O)OCC
    4.9%[201 µM]	1.1%[201 µM]	·
CC(C)(C)CC(C)(C)c1ccc(O)cc1
    3.8%[201 µM]	-2.5%[201 µM]	·
CC(C)=C[C@@H]1[C@@H](C(=O)OCN2C(=O)C3=C(CCCC3)C2=O)C1(C)C
    4.9%[201 µM]	-2.1%[201 µM]	·
C[Si](Cn1cncn1)(c1ccc(F)cc1)c1ccc(F)cc1
    -1.4%[201 µM]	-0.6%[201 µM]	·
O=P(O)(O)CN(CP(=O)(O)O)CP(=O)(O)O
    -1.4%[201 µM]	-2.2%[201 µM]	·
CC(C)OC(=O)C(O)(c1ccc(Br)cc1)c1ccc(Br)cc1
    2.9%[201 µM]	0.5%[201 µM]	·
CN(C)c1nc(=O)n(C2CCCCC2)c(=O)n1C
    -2.4%[201 µM]	-2.5%[201 µM]	·
CC(C)=CC1C(C(=O)OCc2coc(Cc3ccccc3)c2)C1(C)C (centres undefined)
    0.2%[201 µM]	-4.8%[201 µM]	·
COc1cc(OC)nc(Sc2cccc(Cl)c2C(=O)O)n1
    4.9%[201 µM]	-1.0%[201 µM]	·
CCOP(=S)(OCC)SC(CCl)N1C(=O)c2ccccc2C1=O (centres undefined)
    -4.2%[201 µM]	-3.3%[201 µM]	·
CSC(=O)c1c(C(F)F)nc(C(F)(F)F)c(C(=O)SC)c1CC(C)C
    1.0%[201 µM]	1.2%[201 µM]	·
CCC(C)(C)c1cc(-n2nc3ccccc3n2)c(O)c(C(C)(C)CC)c1
    -1.2%[201 µM]	-3.9%[201 µM]	·
COc1cc(Cl)c(OC)cc1Cl
    -0.3%[201 µM]	-0.8%[201 µM]	·
CC1(C)CN=C(NN=C(/C=C/c2ccc(C(F)(F)F)cc2)/C=C/c2ccc(C(F)(F)F)cc2)NC1
    1.9%[201 µM]	-1.0%[201 µM]	·

Some of the entries so far, with bars between the fields:
SMILES | TRb-SRC2 inh | TR SRC2 fluor cs | ALDH1A1 block
O=C=Nc1ccc(Cl)cc1 | -2.4%[201 µM] | -6.1%[201 µM] | ·
CCNc1nc(Cl)nc(NC(C)(C)C#N)n1 | -0.8%[201 µM] | -0.9%[201 µM] | ·

Assay outcomes as filed in PubChem BioAssay.
